# 14-3-3g Raf: alters human 14-3-3 gamma binding to Raf peptide. 0.19% of 160,000 active. P61981. inhibition, % at 40 µM. FP, 14-3-3gamma / TMR-pS259-Raf peptide binding; in the data active = inhibition above about 30%;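 note: 0% = protein plus tracer without compound and 100% = blank with tracer alone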
# Target sequence (P61981 whole entry, looked up): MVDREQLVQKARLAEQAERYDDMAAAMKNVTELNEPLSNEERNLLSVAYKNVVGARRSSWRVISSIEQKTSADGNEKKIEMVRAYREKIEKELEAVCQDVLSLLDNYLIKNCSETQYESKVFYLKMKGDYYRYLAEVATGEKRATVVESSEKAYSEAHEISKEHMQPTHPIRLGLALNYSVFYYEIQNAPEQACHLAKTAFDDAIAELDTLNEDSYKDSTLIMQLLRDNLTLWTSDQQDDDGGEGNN
# The depositor's hits bear a star; & = joins results of further samples. Not all compounds are listed; rates above refer to the full screens.
SMILES,14-3-3g Raf
Cc1ccc2c(c1)N(Cc1ccccn1)C(=O)C(C)O2 (stereo not drawn),-3
O=C(NCCCN1CCCC1=O)c1cccc(C(F)(F)F)c1,-4
CCCCOc1ccc2c(C)c(CC(C)C)c(=O)oc2c1,0
CN(CC(=O)N1CCc2ccccc21)S(=O)(=O)c1cccs1,-12&0
Nc1cccc(C2=NCCN2)c1,7
Nc1c(C(=O)Nc2nccs2)sc2nc3c(cc12)CCC3,-4
COc1ccc(CCNc2nc(-c3ccccc3OC)cc(C(F)(F)F)n2)cc1OC,-5
CN(C)C=Nc1ncc2c3ccccc3n(Cc3ccccc3)c2c1C#N,-7
CCOC(=O)CN1CC23C=CC(O2)C(C(=O)NCc2ccc(C)cc2)C3C1=O (stereo not drawn),5
N#CC1=C(N)SC(N)=C(C#N)C1CCC1CCCCC1,-32
O=C(CCS(=O)(=O)c1ccc(Br)s1)Nc1cccc(Cl)c1,-19
COc1cccc2c(Nc3ccc(C)cc3)cc(C)nc12,-4
COc1ccc(Cl)cc1C(=O)Nc1ncc(S(=O)(=O)c2ccc([N+](=O)[O-])cc2)s1,2
COc1cc2c(C(=O)NCc3cccnc3)cn(C)c(=O)c2cc1OC,-1
Cc1ccc(CNC(=O)c2cccc(-n3cnnn3)c2)cc1,-8
Cc1c(C(=O)N(C)C)sc2c1c(=O)n(-c1ccc(Cl)cc1)c(=O)n2CC(=O)N1CCN(c2ccccc2)CC1,-6
COC(=O)C1=C(C(=O)OC)SC(=C2C(=S)C(C)(C)N(C(=O)c3ccc(C)cc3)c3cc(OC)ccc32)S1,3
Cn1c2ccccc2c(=O)n2c(=O)c3ccccc3cc12,-3
COc1ccc(CCNC(=O)C(C(C)C)N2C(=O)c3ccccc3C2=O)cc1OC (stereo not drawn),-19
Cc1nc2c(-c3ccc(F)cc3)c(C)nn2c(C)c1CCC(=O)NC(C)CCc1ccco1 (stereo not drawn),-5
CCn1c(SCC(=O)NCc2cccs2)nnc1-c1cccs1,-1
COc1ccc(-c2noc(COc3ccc(Br)cc3C)n2)cc1,-4
CCSc1nnc2c(n1)OC(CC)Nc1ccccc1-2 (stereo not drawn),-3
Cc1c(C(=O)NCCCN2CCOCC2)sc2nc(-c3ccc(F)cc3)cn12,0

# Seven compounds out of the list above, arranged by the number in 14-3-3g Raf, low to high:
SMILES,14-3-3g Raf
COc1ccc(CCNC(=O)C(C(C)C)N2C(=O)c3ccccc3C2=O)cc1OC (stereo not drawn),-19
Cc1nc2c(-c3ccc(F)cc3)c(C)nn2c(C)c1CCC(=O)NC(C)CCc1ccco1 (stereo not drawn),-5
COc1ccc(-c2noc(COc3ccc(Br)cc3C)n2)cc1,-4
Cn1c2ccccc2c(=O)n2c(=O)c3ccccc3cc12,-3
COc1cc2c(C(=O)NCc3cccnc3)cn(C)c(=O)c2cc1OC,-1
COc1ccc(Cl)cc1C(=O)Nc1ncc(S(=O)(=O)c2ccc([N+](=O)[O-])cc2)s1,2
COC(=O)C1=C(C(=O)OC)SC(=C2C(=S)C(C)(C)N(C(=O)c3ccc(C)cc3)c3cc(OC)ccc32)S1,3

# More records
SMILES,14-3-3g Raf
Cc1c(Br)c([N+](=O)[O-])nn1CCCC(=O)Nc1ccc(C#N)cc1,-8
COc1ccc(NC(=O)CSc2nnc(CNc3ccc(F)cc3)o2)c(OC)c1,-1
CC1=Nn2c(nnc2-c2cc(-c3ccccc3)n[nH]2)SC1,-4
CCN(CC)S(=O)(=O)c1ccc2[nH]cc(C(=O)N3CCCC3)c(=O)c2c1,0
O=C(NCc1ccccn1)C1CCN(S(=O)(=O)c2ccc(F)cc2)CC1,-2
O=C1CSC(c2ccc(Cl)cc2)N1c1ccc(Br)cn1 (stereo not drawn),1
COC(=O)c1ccc(N2CCC(C)CC2)c(NC(=O)Nc2ccc(Cl)cc2)c1,2
COc1cccc(CNc2ccc(N3CCCCC3)cc2)c1OC,-8
CCOC(=O)CSc1nc2sc3c(c2c(=O)n1-c1ccc(C)cc1)CC(C)(C)OC3,2
Cc1ccc(NC(=O)Cn2c(=O)n(Cc3ccc4c(c3)OCO4)c(=O)c3ccccc32)cc1,-9
Cn1c(Cn2c(=O)sc3ccccc32)nnc1SCC(=O)NCc1ccco1,5
CCOC(=O)c1cc([N+](=O)[O-])sc1NC(=O)c1ccc(S(=O)(=O)N2CC(C)CC(C)C2)cc1 (stereo not drawn),-262
COc1cc(C(=O)N2CCN(c3cc(Cl)ccc3Cl)CC2)cc(OC)c1OC,-5
CCN(CC)S(=O)(=O)c1ccc(Br)c(OC)c1,-6
CCCCN(C)S(=O)(=O)c1ccc(F)c(C(=O)Nc2ccc(Cl)cc2)c1,0
O=C(Oc1c(CN2CCOCC2)cc(Cl)c2cccnc12)c1ccc(F)cc1,-7
COc1ccc(Cl)cc1C(=O)Nc1c2c(nn1-c1cccc(C)c1)CSC2,-11
COc1ccc(CCNC(=O)c2ccc3nc(-c4ccco4)c(-c4ccco4)nc3c2)cc1OC,4
CCOc1ccccc1NC(=O)c1cc2cc3cc(OC)ccc3nc2s1,-7
Cc1ccc(SCc2nc(-c3ccccn3)no2)cc1,-12
CCOC(=O)c1c(C)n(S(=O)(=O)c2ccc(Cl)cc2)c2ccc(NS(=O)(=O)c3ccc(Cl)cc3)cc12,-25
Cc1ccc(C2/C(=C(/O)c3ccc(OC(C)C)cc3)C(=O)C(=O)N2CCN2CCOCC2)cc1 (stereo not drawn),-14
COc1ccc(S(=O)(=O)Nc2cccnc2)cc1OC,-13
CC(O)c1c(OCc2ccccc2)ncnc1OCc1ccccc1 (stereo not drawn),-3
O=C(O)c1ccc2c(c1)C(=O)N(c1cc(C(=O)O)ccc1Cl)C2=O,-13
CCOC(=O)c1c(-c2ccccc2)oc2ccc(OCc3ccc([N+](=O)[O-])cc3)cc12,10
CCC(C)NC(=O)c1ccc2c(=O)n(Cc3ccc4c(c3)OCO4)c(=O)[nH]c2c1 (stereo not drawn),-1
CCC1CCCCN1CCCNC(=O)C1CCCN(S(=O)(=O)N2CC(C)CC(C)C2)C1 (stereo not drawn),-6
COc1ccc2[nH]c3c(c2c1)CCCC3O (stereo not drawn),0
CC(=O)N1c2c(cc(Br)cc2S(=O)(=O)NCc2ccccc2)CC1C (stereo not drawn),-9
COC(=O)c1sc2ccccc2c1NC(=O)c1cc(Cl)sc1Cl,-7
Cn1c(=O)c2c(nc(NCCCN3CCOCC3)n2Cc2ccc(Cl)c(Cl)c2)n(C)c1=O,-9
CC(C)NS(=O)(=O)c1ccc2[nH]c(=O)c(=O)[nH]c2c1,-2
Cc1cc(NS(=O)(=O)c2ccc(NC(=O)c3ccoc3C)cc2)nc(C)n1,-12
CCC(C)[C@H](NC(=O)NCc1ccccc1Cl)C(=O)O (stereo partly drawn),0
O=C(CCC(=O)OCCCC(F)(F)C(F)(F)F)Nc1ccccc1,0
Cc1cccc(N=C2NC(=O)C(Cc3cccc([N+](=O)[O-])c3)S2)c1 (stereo not drawn),-3
CC(=O)c1cc(C#N)c(SCC(=O)c2ccc(Cl)cc2)nc1C,-22
CCOC(=O)c1ccc(N2C(=O)CC(N3CCN(Cc4ccccc4)CC3)C2=O)cc1 (stereo not drawn),1&-9
CC(O)CSc1nc2c(c(=O)n(C)c(=O)n2C)n1CCCc1ccccc1 (stereo not drawn),-1
O=C(NCCCN1CCC(Cc2ccccc2)CC1)C1CCC(=O)N1C1CCCC1 (stereo not drawn),-19
Clc1cc2c(c(CSc3nnnn3-c3ccccc3)c1)OCOC2,-11
Cc1nn(C)c(C)c1S(=O)(=O)Nc1ccccc1,7
CCOc1ccc(-n2nc3ccc(NC(=O)COc4ccccc4C)cc3n2)cc1,-1
Cn1c(C(=O)O)cc2cc(F)ccc21,-7
O=C1c2cccc(N3CCCCC3)c2C(=O)c2cccc(Cl)c21,2
CC(C)NC(=O)CN1C(=O)CSc2ccc(S(=O)(=O)N3CCCCC3)cc21,-8
Cc1nn(-c2ccccc2)c2nc(N)c(C#N)c(-c3ccc(F)cc3)c12,-7
Cc1cccc(NC(=O)c2cc(S(=O)(=O)NCc3ccc(F)cc3)ccc2F)c1C,-13
CC1(C)CC(Nc2cccc3c2C(=O)c2ccccc2C3=O)CC(C)(C)N1,-283
CCOc1cc2oc(C(F)(F)F)c(Oc3ccccc3)c(=O)c2cc1CC,-24
Clc1ccc2nc(CSc3nc4ccccc4o3)cn2c1,-1&-1
CC(C)CNC(=O)CN(c1cc(C(F)(F)F)ccc1Cl)S(C)(=O)=O,0
O=C(NCc1cccs1)C(Cc1ccccc1)n1cccc1 (stereo not drawn),-1
O=C(Nc1ccc(-c2nc3ccccc3o2)cc1)c1ccc(S(=O)(=O)N2CCCCC2)cc1,-140
Cc1ccc(C#N)c(SCc2cc3c(cc2Cl)OCO3)n1,-2
COc1ccccc1C(=O)Nc1cc(-c2nc3ccccc3s2)ccc1Cl,-31
CCCCOc1ccc(S(=O)(=O)NCc2ccc(OC)cc2)cc1,-6
O=C(Nc1nc2n(n1)C(c1ccccc1)C=C(c1ccccc1)N2)c1ccco1 (stereo not drawn),-12&-14
COC(=O)C1C(=O)C2=C(CC1C)NC(C)=C(C(=O)OC1CCCCC1)C2c1ccc(C)o1 (stereo not drawn),2
# Next records:
SMILES,14-3-3g Raf
O=C(CN1C(=O)C2CC=C(Cl)CC2C1=O)Nc1ccc(C(=O)O)cc1 (stereo not drawn),-6
COC(=O)c1sc2ccccc2c1NC(=O)c1ccc(S(=O)(=O)N2CC(C)CC(C)C2)cc1 (stereo not drawn),-3
OC(C#CCN1CCCC1)c1ccccc1 (stereo not drawn),0
CC(=O)c1ccc(N2CCN(C(=O)c3ccc(Br)cc3)CC2)c(F)c1,0
Cc1cc(C(F)(F)F)nn1Cc1ccc(C(=O)Nc2ncc(Br)s2)o1,-86
O=c1c2c([nH]c3ccccc13)C(=C1CCCC1)CC2,-12
CCC(C)NC(=O)c1cn(CC(C)C)c(=O)c2c1c1ccccc1n2C (stereo not drawn),-3
O=C(CS(=O)(=O)Cc1ccccc1)N1CCN(c2cccc(C(F)(F)F)c2)CC1,-31
CNc1nc(C)c(C(=O)OCc2ccccc2)s1,-3&-6
CC(C)(C)C1CCc2c(sc(NC(=O)c3ccccc3Cl)c2C(=O)N2CCCC2)C1 (stereo not drawn),-8
Cc1ccc2ccccc2c1CSc1nc2c(c(=O)n(C)c(=O)n2C)n1C,-6
CCN(CCNC(=O)C1CCCN(S(=O)(=O)c2cccc3nsnc23)C1)c1ccccc1 (stereo not drawn),-8
CCc1ccc(NC(=O)CCOc2ccccc2)cc1,5
CC(=O)NCC12CC3CC(CC(C3)C1)C2,-5
Cc1ccc2[nH]c(=O)c(C3=NN(C(=O)CCC(=O)O)C(c4ccccc4)C3)c(-c3ccccc3)c2c1 (stereo not drawn),-6
O=C(CC12CC3CC(CC(C3)C1)C2)N1CCCOC1,12
O=c1[nH]c(Cc2ccccc2)nc2c1oc1ccccc12,-1&0
COCC1=C(C(=O)OC)C(c2cc(Br)ccc2OC)n2nnnc2N1 (stereo not drawn),-2
COc1ccccc1Cn1c(=O)c2ccccc2n2c(Sc3ncnc4sccc34)nnc12,-18
CCOC(=O)C1=CC2(SC=C(C(=O)OCC)S2)C2=C(S1)C(C)(C)N(C(=O)Cc1ccccc1)c1ccc(C)cc12 (stereo not drawn),0
Fc1cccc(CN2CCN(Cc3cccnc3)CC2)c1,12
COc1ccc(N2C(=O)CSC2c2cccc(OC)c2OC)cc1Cl (stereo not drawn),-4
Cc1nc2cc(NC(=O)c3ccc(N4C(=O)CCC4=O)cc3)ccc2s1,-11
CS(=O)(=O)N(CC(=O)NCCC1=CCCCC1)c1ccc2c(c1)OCO2,7
O=C(O)CCN1C(=O)c2ccc(NC(=O)c3cccs3)cc2C1=O,-10
Cc1sc(N=Cc2ccccc2Cl)c(C#N)c1C,-13
CCN(CC)c1ccc(C2C3=C(CCCC3=O)Nc3nc(SCc4ccc([N+](=O)[O-])cc4)[nH]c(=O)c32)cc1 (stereo not drawn),-13
COc1c(F)c(F)c(C(=O)Nc2ccccc2N2CCN(C(C)=O)CC2)c(F)c1F,-15
CCCCOc1ccc(C(C)NC(=O)C2CCC(=O)N2C2CCCC2)cc1 (stereo not drawn),-3
COc1ccc(Cl)cc1N1C(=O)C2CCCN2C1c1ccccc1F (stereo not drawn),-5
CCN(CC)CCOC(=O)c1ccc(N=CC2=C(O)CC(C)(C)CC2=O)cc1,-2
COc1ccc(CCNC(=O)c2cc(-c3ccccc3Cl)nc3ccccc23)cc1OC,-6
CCCOc1cc(OCCC)c2c(C)c(CCC)c(=O)oc2c1,-7
O=C(CCCn1c(=O)[nH]c2ccsc2c1=O)Nc1ccccc1,1
CCN(c1ccc(F)cc1)S(=O)(=O)c1ccc2[nH]cc(C(=O)O)c(=O)c2c1,-47
CCCCOc1ccc(NC2=C(N3CCOCC3)C(=O)c3ccccc3C2=O)cc1,1

# 7 compounds already listed, sorted by molar mass, highest first.
SMILES,14-3-3g Raf
CCN(CC)c1ccc(C2C3=C(CCCC3=O)Nc3nc(SCc4ccc([N+](=O)[O-])cc4)[nH]c(=O)c32)cc1 (stereo not drawn),-13
COc1ccc(CCNC(=O)c2cc(-c3ccccc3Cl)nc3ccccc23)cc1OC,-6
COc1c(F)c(F)c(C(=O)Nc2ccccc2N2CCN(C(C)=O)CC2)c(F)c1F,-15
CCN(c1ccc(F)cc1)S(=O)(=O)c1ccc2[nH]cc(C(=O)O)c(=O)c2c1,-47
CCN(CC)CCOC(=O)c1ccc(N=CC2=C(O)CC(C)(C)CC2=O)cc1,-2
COc1ccc(Cl)cc1N1C(=O)C2CCCN2C1c1ccccc1F (stereo not drawn),-5
CCCOc1cc(OCCC)c2c(C)c(CCC)c(=O)oc2c1,-7

# (listing goes on)
SMILES,14-3-3g Raf
COc1ccc(S(=O)(=O)CCC(=O)Nc2ccc(Cl)c(C(F)(F)F)c2)cc1,12
CCOC(=O)C(C(=O)OCC)n1ccc(=O)[nH]c1=O,-9
CCOc1ccc(C2SCC(=O)N2c2c(C)n(C)n(-c3ccccc3)c2=O)cc1 (stereo not drawn),5
Cc1ccc(CNC(=O)C2CCCN(S(=O)(=O)c3cccc4nsnc34)C2)cc1 (stereo not drawn),-7
COc1ccc(Cl)cc1NC(=O)c1cc(S(=O)(=O)N2CCCC2)ccc1F,-63
Cc1ccc(NC(=O)CCS(=O)(=O)c2cccc3nonc23)cc1,-8
COc1cccc2cc(-c3nc4ccccc4[nH]3)c(=Nc3ccc(F)cc3)oc12,-2
O=C(CSc1ncn(-c2ccccc2)n1)NCc1ccccc1,-19

# Source: PubChem (Emory University Molecular Libraries Screening Center)
